MITF TRPM1 HTS: MITF TRPM1 promoter activation in melanoma cells. SK-MEL-5 TRPM1-promoter luciferase, 24 h; % of positive control, neutral wells = 0. activation, % at 12.5 µM. actives 0.75% (n = 300,000);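 active = mean activation of at least 80% with every replicate also reaching 80%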;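 note: 0% = neutral control wells and 100% = parthenolide positive control wells; values of inactives mirror those of a sister screen read the other way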
SR-BI HDL uptake: inhibitors of mouse SR-BI mediated HDL lipid uptake | ldlA[mSR-BI] CHO cells, DiI-HDL uptake fluorescence, 3 h | inhibition, % at 12.5 µM | actives 0.96% (n = 320,000) | AID 488896;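 active = mean replicate inhibition of at least 70% and a set share of replicates each scoring 70 or more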;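 note: 0% = median of neutral control wells and 100% = median of positive control wells; values of inactives mirror those of a sister screen read the other way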
Target sequence (Q61009 whole entry, looked up): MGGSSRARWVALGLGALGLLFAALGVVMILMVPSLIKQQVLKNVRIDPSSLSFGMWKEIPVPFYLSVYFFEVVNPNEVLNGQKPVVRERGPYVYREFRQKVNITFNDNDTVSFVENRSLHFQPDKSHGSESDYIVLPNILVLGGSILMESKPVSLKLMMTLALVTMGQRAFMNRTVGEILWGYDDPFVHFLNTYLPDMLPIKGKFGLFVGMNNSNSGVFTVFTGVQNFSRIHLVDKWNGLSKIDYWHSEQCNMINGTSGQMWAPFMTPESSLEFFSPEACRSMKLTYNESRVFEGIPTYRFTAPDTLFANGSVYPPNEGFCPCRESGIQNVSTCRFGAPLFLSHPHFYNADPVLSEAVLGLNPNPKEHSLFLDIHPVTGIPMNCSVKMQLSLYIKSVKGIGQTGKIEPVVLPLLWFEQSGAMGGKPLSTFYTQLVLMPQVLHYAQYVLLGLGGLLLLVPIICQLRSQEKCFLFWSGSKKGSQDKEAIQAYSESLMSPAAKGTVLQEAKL
CAL PDZ FP-1: human CAL PDZ-peptide interaction inhibition | actives 0.02% (n = 330,000) | inhibition, % at 20 µM | AID 504414 | Q9HD26 | purified CAL PDZ, TMR-peptide fluorescence polarization, 1 h;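 active = highest replicate inhibition of at least 40%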;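 note: plate controls were DMSO neutral control wells for no effect and unlabeled competitor peptide control wells for full effect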
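Assay system – tagged CAL PDZ protein CerCALP, purified · Timing – 1 h at RT · Compound – single point, 20 µM · Measured by – fluorescence polarization from S- and P-plane intensities, G-factor corrected · Evaluation – inhibition from polarization loss · Probe or stimulus – TMR reporter peptide T*-PRC34 · Buffer or medium – pH 7.4 phosphate-saline buffer, reducing agent, detergent, IgG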
AddAB inh: less growth of phage-infected E. coli with AddAB. E. coli expressing H. pylori AddAB, absorbance growth. AID 435030. actives 0.29% (n = 330,000). inhibition, % at 11.9 µM; in the data active = inhibition above about 12%;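 note: 0% = vehicle wells of infected cells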
SR-BI uptake up: SR-BI HDL lipid transfer activation; CHO ldlA[mSR-BI] cells, DiI-HDL uptake fluorescence, 3 h; 100 = double the neutral-control signal; activation, % at 12.5 µM; actives 0.096% (n = 320,000); AID 504775;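 active = mean replicate activation of at least 60% and every replicate at or above 60%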;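 note: 0% = median plate neutral-control signal and 100% = twice that signal; values of inactives mirror those of a sister screen read the other way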
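material = CHO ldlA[mSR-BI] cells | medium = Ham's F12 with 0.5% BSA, HEPES 25 mM, pH 7.4 | reagent = fluorescent DiI-HDL, 10 µg/mL final | compound dosing = single-point compound dose | incubation = 3 h, 37 °C | measured by = bottom-read fluorescence, 550/595 nm | measure = HDL uptake via cellular fluorescence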
CAL PDZ FP-2: inhibitors of human CAL PDZ peptide binding | Q9HD26 | purified CAL PDZ, TMR-peptide fluorescence polarization, 1 h | inhibition, % at 24.9 µM | actives 0.92% (n = 300,000) | AID 602252;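 active = mean inhibition of at least 30% with at least half of replicates also reaching 30%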;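 note: 0% = DMSO neutral control and 100% = excess unlabeled competitor peptide PRC23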
Wnt bcat act: activates Wnt/beta-catenin signaling in a reporter cell assay; activator, plate reader; activation, % at 9.35 µM; actives 1.2% (n = 300,000); AID 743398; in the data active = activation above about 30%, passing the limit was not always enough;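 note: 0% = neutral control wells and 100% = positive control wells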
Ecoli viability: counter-screen for AddAB inhibitors: E. coli growth inhibition; inhibition, % at 11.9 µM; E. coli V3065 growth, OD600 absorbance, 18 h; AID 449728; actives 0.27% (n = 330,000);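 active = inhibition above the campaign's mean inhibition across all tested compounds plus 3 SD, cut at about 9.9% in these data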;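 note: uninfected addAB+ strain grown without phage in ampicillin broth; 0% = DMSO wells and 100% = ciprofloxacin 0.95 µg/ml wells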
Tat export inh: inhibitors of E. coli Tat protein transport; E. coli MC4100 TorA-mCherry Tat export, fluorescence; inhibition, % at 10 µM; actives 0.036% (n = 340,000); AID 488895;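 active = mean replicate inhibition at least 50% and at least half of replicates individually reaching 50%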;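 note: exported cargo escapes ClpAP degradation while cytoplasmic cargo is degraded and loses fluorescence; 0% = median of neutral control wells and 100% = median of NaSCN control wells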
phage Ecoli inh: E. coli growth loss with phage present; growth absorbance; inhibition, % at 11.9 µM; actives 0.26% (n = 360,000); in the data active = inhibition above about 11%
The depositor's hits bear a star; nt = not tested or not shown.

SMILES | MITF TRPM1 HTS | SR-BI HDL uptake | CAL PDZ FP-1 | AddAB inh | SR-BI uptake up | CAL PDZ FP-2 | Wnt bcat act | Ecoli viability | Tat export inh | phage Ecoli inh
O=C(Oc1ccc2c(=O)c(Cl)coc2c1)c1ccncc1 | nt | -10 | 0.2 | -0.8 | 10 | 1 | -2 | -2.8 | -4 | 2.6
CCc1c(C)sc(NC(=O)CN2CCN(C(=O)c3ccco3)CC2)c1C(=O)OC | 4 | 31 | -4.0 | -0.6 | -31 | -4 | -2 | 2.4 | 7 | 0.6
O=[N+]([O-])c1cc(S(=O)(=O)CCCN2CCOCC2)ccc1F | -1 | -7 | -1.8 | -2.9 | 7 | nt | -1 | 1.9 | -11 | 4.9
O=C(Nc1ccc(S(=O)(=O)N2CCCC2)cc1)c1ccc2c(=O)n3c(nc2c1)CCCCC3 | -13 | 15 | -1.4 | 4.3 | -15 | -7 | nt | 2.6 | 3 | 1.8
NC1=NC(=O)/C(=C\c2ccco2)S1 | 9 | nt | -0.2 | 2.9 | nt | 1 | 3 | 0.6 | -6 | 1.5
O=C(N/N=C/C(Br)=C/c1ccccc1)c1ccccc1[N+](=O)[O-] | 17 | 23 | -0.8 | 7.4 | -23 | 0 | 3 | 1.0 | -5 | 0.8
COc1ccc(C2=CC3=C(Br)C(=O)C(C)(O)C(=O)C3=CO2)cc1 (centres undefined) | 6 | -2 | -1.0 | 2.3 | 2 | -1 | nt | -2.2 | -2 | nt
COc1cccc(NC(=O)CN(C)C(=O)c2ccc(OCC3CCCO3)cc2)c1 (centres undefined) | -2 | 10 | -1.5 | nt | -10 | 5 | 1 | nt | -4 | -0.9
Cc1cc(NC(=O)c2ccc(Cl)cc2)n(CCC#N)n1 | -9 | 13 | -0.7 | 2.4 | -13 | -7 | -1 | 0.4 | -6 | -1.0
CCCCC(=O)Oc1c(S(=O)(=O)c2ccccc2)c(C)nn1C(C)(C)C | 11 | 6 | -0.6 | 0.3 | -6 | 1 | 0 | -0.5 | -4 | 1.4
COC(=O)[C@H](Cc1ccccc1)NC(=O)N1CCCCC1 | 4 | -10 | 0.2 | -0.3 | 10 | 0 | 1 | -2.6 | -14 | 5.3
O=C(CCNC(=O)c1ccccc1Cl)OCC(=O)c1ccccc1 | 11 | 2 | 0.0 | -0.2 | -2 | nt | 0 | 0.3 | -13 | 1.4
CCc1ccc(C2C3=C(CC(C)(C)CC3=O)OC3=C2C(=O)CC(C)(C)C3)cc1 | 4 | 9 | -1.7 | 2.2 | -9 | -4 | -11 | 2.5 | 5 | 2.2
Cc1ccc(-n2sc3ccccc3c2=O)cc1S(=O)(=O)N1CCCCC1 | -4 | -7 | 0.7 | 0.0 | 7 | -2 | -7 | -3.2 | -6 | -2.4
CN(C=O)c1cc([N+](=O)[O-])ccc1OCc1ccccc1 | -7 | -8 | 0.0 | nt | 8 | 0 | 1 | nt | -10 | -0.2
Cc1ccc(C)c(Cn2c(=O)n(-c3ccc(CC(=O)NCc4ccco4)cc3)c(=O)c3sccc32)c1 | nt | 7 | -1.1 | 3.8 | -7 | -14 | 1 | -2.6 | 0 | 2.4
CCOc1ccc(NC(C)=O)cc1 | -11 | -6 | 0.0 | -1.8 | 6 | -3 | 2 | 1.0 | 5 | 3.2
NC(=O)CC[C@H](NC(=O)c1ccc(F)cc1)C(=O)OCC(=O)Nc1ccc(N2CCOCC2)cc1 | 9 | -21 | -1.9 | 0.1 | 21 | -3 | -4 | -3.1 | 11 | 4.2
CN(Cc1ccccc1)C(=O)COC(=O)c1ccccc1SCC(=O)N1CCCC1 | -9 | -5 | -2.2 | nt | 5 | -2 | -3 | nt | 3 | 2.3
CCOC(=O)c1cnc2c(ccc3ccccc32)c1N | nt | 9 | -0.8 | 1.7 | -9 | 0 | 10 | 1.3 | 12 | 1.8
CCOc1ccc(Oc2nc(NCC(C)C)nc(N(C)C)n2)nn1 | -7 | 3 | -1.1 | 0.4 | -3 | 13 | -1 | 1.1 | 6 | 0.4
CCC1CCCCN1C(=O)CSc1nnc(-c2ccc(Cl)s2)o1 (centres undefined) | nt | -4 | -0.8 | 3.7 | 4 | nt | 0 | -0.7 | -1 | 1.8
O=c1[nH]c(C2CCN(S(=O)(=O)c3ccc(S(=O)(=O)NC4CC4)cc3)CC2)nc2c1nnn2Cc1cccc(F)c1 | -5 | -34 | -2.6 | 1.2 | 34 | -2 | -3 | 0.1 | 9 | 0.5
CCC1=C(OC(=O)N(CC)CC)N2C(=O)OC(=NCCc3c[nH]c4ccccc34)[C@]2(C)[C@H]2C1=CC[C@H]1C(=O)N(C)C(=O)[C@H]12 | -4 | -11 | -3.7 | -0.7 | 11 | 3 | 3 | -1.2 | -6 | 0.4
c1ccc(-n2nnnc2-c2cnc(-c3ccncc3)nc2-c2cccs2)cc1 | 28 | 3 | -2.6 | -1.0 | -3 | -4 | -5 | -2.7 | 0 | 3.2
CC(C)(C)c1ccc(C2(C)NC(=O)N(CC(=O)c3ccc[nH]3)C2=O)cc1 (centres undefined) | 11 | -9 | -0.7 | -2.0 | 9 | -4 | -4 | -5.3 | 1 | 2.4
COc1ccc(-n2ncc3c2CC(C)(C)CC3NC(=O)C2=CC(=O)CC(C)(C)O2)cc1 (centres undefined) | 4 | 35 | -1.0 | 1.5 | -35 | -1 | 1 | -0.6 | 6 | 2.2
COc1ccc(-c2c(C)c3ccc(OCC(C)=O)cc3oc2=O)cc1 | nt | 39 | nt | 2.0 | -39 | nt | 27 | 1.6 | -3 | nt
NC(=O)N/N=C/C=C/c1ccccc1 | 6 | -1 | -2.6 | 1.4 | 1 | 3 | 0 | 0.0 | 1 | 3.2
CCCn1cc(CN2CCCC(CNC(=O)c3ccc(F)cc3)C2)c(C)n1 (centres undefined) | -5 | -4 | -0.2 | 3.4 | 4 | nt | -2 | 0.9 | -5 | 2.7
Cc1nn(Cc2ccc(Cl)cc2)c(C)c1NC(=O)c1c(-c2ccccc2)noc1C | nt | -1 | nt | 2.9 | 1 | 0 | nt | -0.3 | -5 | 4.7
COc1ccc(OC)c(NC(=O)C(=O)NCCC2=CCCCC2)c1 | 9 | 32 | -0.7 | 3.7 | -32 | -5 | -5 | 1.2 | -2 | 2.3
Cc1[nH]nc(SCC(=O)NCc2ccccc2)c1[N+](=O)[O-] | 10 | -19 | -0.7 | 1.2 | 19 | -1 | 3 | -1.2 | -1 | 1.2
CCCCCCC/C=N/Nc1nnc(Cc2ccccc2)c(=O)[nH]1 | 11 | -9 | -0.8 | 0.9 | 9 | -4 | 2 | 2.9 | -5 | 3.0
C=CCNC(=S)NNc1nc2c(c(=O)[nH]1)C1(CCCCC1)Cc1ccccc1-2 | -11 | 9 | -0.6 | 4.7 | -9 | 3 | -10 | 3.4 | 7 | 4.4
O=C(O)C(c1ccccc1)N1C(=O)/C(=C/c2cccs2)SC1=S (centres undefined) | -3 | nt | -1.9 | 0.6 | nt | nt | 2 | -2.3 | 10 | 2.4
CCOC(=O)c1c(C)c(C(=O)Nc2ccc(N(C)C)cc2)c(C)n1CC | -21 | 50 | -0.9 | 0.7 | -50 | 0 | -3 | -0.6 | 8 | 1.6
Cn1nnnc1Sc1ncnc2scc(-c3ccccc3C(F)(F)F)c12 | -40 | -32 | -1.5 | 0.4 | 32 | -11 | -5 | 0.9 | 4 | 2.4
Cc1nn(Cc2ccccc2Cl)c(C)c1NC(=O)NC12CC3CC(CC(C3)C1)C2 | -2 | 3 | nt | -0.7 | -3 | 2 | nt | -0.3 | 4 | 3.1
O=C(Nc1ccccc1)Nc1n[nH]c2nnc(-c3ccccc3)c(-c3ccccc3)c12 | -4 | -18 | -4.2 | -1.9 | 18 | -5 | -1 | 0.3 | -15 | 1.3
COc1ccc(NC(=O)C2CCN(c3nc(C)nc4c3CCC4)CC2)cc1 | -7 | 5 | -1.5 | -0.6 | -5 | 5 | -9 | -1.7 | -8 | -1.1
OC(CN(c1ccccc1)c1ccccc1)Cn1cnc2ccccc21 (centres undefined) | nt | 17 | 0.4 | 2.4 | -17 | -1 | -2 | -0.8 | 4 | 1.6
C=CCC1(O)C(=O)N2C(=C1C(=O)N1CCOCC1)c1ccccc1CC2(C)C (centres undefined) | -3 | -12 | -0.7 | 1.4 | 23 | nt | -1 | 0.6 | 4 | 3.4
N#CC(=C(O)COC(=O)Cc1c[nH]c2ccccc12)c1nc2ccccc2[nH]1 | -1 | 5 | 0.4 | nt | -5 | -2 | -1 | nt | 5 | 1.0
CCOC(=O)N1CCN(S(=O)(=O)N2CCCC(C(=O)NCc3cccc(OC)c3)C2)CC1 (centres undefined) | -13 | 6 | -1.3 | -0.3 | -6 | -3 | 0 | 2.5 | 1 | 0.4
O=C(CN1CCN(c2cccc(C(F)(F)F)c2)CC1)N(C1CC1)C1CCS(=O)(=O)C1 (centres undefined) | 19 | 11 | -2.5 | -1.5 | -11 | -1 | -3 | 0.9 | 21 | 3.7
COc1ccc(C(=O)N2CCC(n3nccc3NC(=O)C3CC3)CC2)c(OC)c1OC | -7 | 1 | -0.8 | 2.0 | -1 | -4 | -5 | 1.3 | -3 | -2.7
CCCn1ncc(CN2CCC(CO)(Cc3ccc(OC)cc3)CC2)c1C | -7 | 0 | -1.8 | 0.9 | 0 | 4 | -2 | 0.8 | -5 | 2.9
Cc1cc(N)n(-c2ccccc2C)n1 | -1 | 3 | -1.2 | 0.4 | -3 | -1 | 1 | -0.2 | 5 | -0.4
C#CCOc1ccc(/C=C2/C(=O)ON=C2C)cc1Cl | 6 | -11 | 1.0 | 2.7 | 11 | 0 | -1 | -1.2 | -10 | 1.8

More structures.
SMILES | MITF TRPM1 HTS | SR-BI HDL uptake | CAL PDZ FP-1 | AddAB inh | SR-BI uptake up | CAL PDZ FP-2 | Wnt bcat act | Ecoli viability | Tat export inh | phage Ecoli inh
Cc1cccc(/C=N/NC(=O)c2ccc(NC(=O)c3ccccc3Cl)cc2)n1 | 0 | nt | -0.4 | 2.9 | nt | 2 | -2 | 0.6 | 18 | 0.3
CCCCn1c(O)c(N=Nc2ccccn2)c2ccccc21 | -4 | 20 | -3.0 | -0.4 | -20 | 2 | nt | -3.3 | 8 | 0.9
Cc1cc(C(=O)Nc2ccc3nc(C)sc3c2)c2ccccc2n1 | -7 | 1 | 1.0 | 1.3 | -1 | -5 | -12 | 1.1 | 0 | 2.1
O=C(C1CC(=O)N(c2ccc3c(c2)OCCO3)C1)N1CCN(S(=O)(=O)c2cccc(F)c2)CC1 (centres undefined) | 1 | -14 | -0.9 | nt | 14 | -3 | -2 | nt | 8 | 0.6
COc1ccc(CNc2ncccn2)cc1OC | -5 | -10 | -0.8 | 5.4 | 10 | nt | 0 | 3.7 | 1 | 0.8
